Bioassay records from PubChem.
EBNA-1 inhibitor: EBNA-1 DNA-binding inhibitors, primary screen, biochemical, fluorescence polarization. inhibition, % at 14.8 µM. hit rate 0.34% among 300,000; in the data active = inhibition above about 28%
core dimer inh: inhibitors of HCV core protein dimerization, primary screen, biochemical, TR-FRET, high-throughput. TR-FRET GST/Flag-core106 dimerization, 1536-well. inhibition, % at 5 µM. hit rate 0.33% among 300,000;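 active = inhibition above the mean of all tested compounds plus 3 SD, set per screening campaign, cut at about 45% in these data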
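Material: GST/Flag-tagged HCV core106 proteins. Incubation: 4 h, 22.5 °C incubation. Read-out basis: inhibition (%) from 671 over 617 nm ratio. Measured by: TR-FRET, excitation 340 nm, emission 617 and 671 nm.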
Efflux pump mplx: inhibitors of Candida efflux pumps in yeast, primary screen, S. cerevisiae, Nile Red, multiplex | S. cerevisiae Candida pump triplex | hit rate 0.44% among 330,000 | inhibition, % at 10 µM;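 active = plate passing quality check with inhibition over a set limit, or well fluorescence over plate mean plus 4 SD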;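 also: Nile Red retained in pooled yeast measured as flow cytometry median fluorescence; 0% = buffer negative control and 100% = Enniatin B positive control; higher means more Nile Red kept so more efflux inhibition; some compounds called inactive have numbers as strong as hits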
ZTA counter: blocks Epstein-Barr virus ZTA, an EBNA-1 counter-screen | AID 2234 | hit rate 0.15% among 320,000 | ZTA-DNA binding, fluorescence polarization | inhibition, % at 11 µM | P03206; in the data active = inhibition above about 33%
Target sequence (P03206 whole entry, looked up): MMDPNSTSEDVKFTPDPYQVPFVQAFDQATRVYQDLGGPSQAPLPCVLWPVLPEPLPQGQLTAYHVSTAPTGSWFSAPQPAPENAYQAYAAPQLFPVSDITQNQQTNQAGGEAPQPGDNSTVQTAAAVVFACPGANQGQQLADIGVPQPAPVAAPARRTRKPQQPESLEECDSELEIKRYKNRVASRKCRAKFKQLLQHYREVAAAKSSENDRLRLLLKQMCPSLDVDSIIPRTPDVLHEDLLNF
PREPL inhibitor: PREPL enzyme inhibitors, primary screen, biochemical, fluorescence polarization | Prolyl endopeptidase-like (Homo sapiens), Q4J6C6 | recombinant PREPL, fluorescence polarization activity-based probe | inhibition, % at 5.96 µM | hit rate 0.68% among 320,000 | AID 2751, 2010; in the data active = inhibition above about 43%;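 also: 0% = enzyme with DMSO and 100% = wells lacking enzyme; many of its hits are not listed in these tables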
Target sequence (Q4J6C6 whole entry, looked up): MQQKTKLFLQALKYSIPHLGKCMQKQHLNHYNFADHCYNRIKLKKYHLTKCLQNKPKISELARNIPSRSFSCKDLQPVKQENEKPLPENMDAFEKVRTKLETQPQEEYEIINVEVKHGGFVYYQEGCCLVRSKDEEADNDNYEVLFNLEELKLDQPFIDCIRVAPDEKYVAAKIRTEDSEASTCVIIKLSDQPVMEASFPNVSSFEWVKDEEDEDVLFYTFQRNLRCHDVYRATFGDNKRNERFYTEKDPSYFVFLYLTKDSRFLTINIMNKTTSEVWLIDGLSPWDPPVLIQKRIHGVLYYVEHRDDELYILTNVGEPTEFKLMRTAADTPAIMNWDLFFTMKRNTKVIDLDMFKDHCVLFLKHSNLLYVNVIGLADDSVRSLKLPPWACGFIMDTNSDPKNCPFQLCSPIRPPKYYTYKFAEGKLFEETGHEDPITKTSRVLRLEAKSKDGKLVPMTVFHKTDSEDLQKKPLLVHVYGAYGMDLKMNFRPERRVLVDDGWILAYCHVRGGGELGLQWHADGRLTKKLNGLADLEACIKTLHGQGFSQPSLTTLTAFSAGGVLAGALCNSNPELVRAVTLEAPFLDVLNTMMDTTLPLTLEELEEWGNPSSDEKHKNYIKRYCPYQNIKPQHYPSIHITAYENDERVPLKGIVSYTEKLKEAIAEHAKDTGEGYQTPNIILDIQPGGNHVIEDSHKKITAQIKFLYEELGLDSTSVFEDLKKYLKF
Fh CTSL1 inh: Fasciola hepatica cathepsin L1 inhibitors, primary screen, counter-screen for PFM18AAP inhibitor project, biochemical, QFRET, fluorogenic peptide substrate | hit rate 0.49% among 300,000 | inhibition, % at 5.96 µM | recombinant F. hepatica cathepsin L1, Z-Leu-Arg-MCA fluorescence;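 active = inhibition above the mean of all tested compounds plus 3 SD, set per screening campaign, cut at about 17% in these data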;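 also: 0% = plate median of test compound wells and 100% = 1 µM Z-Phe-Ala-diazomethylketone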
TPT1 inhibitor: Candida albicans TPT1 enzyme inhibitors, primary screen, biochemical, fluorescence polarization; inhibition, % at 5 µM; AID 1962, 2009; hit rate 0.81% among 300,000; recombinant caTPT1, FP RNA substrate dephosphorylation;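 active = inhibition above the mean of all tested compounds plus 3 SD, set per screening campaign, cut at about 24% in these data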;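 also: plate controls were DMSO alone for no effect and ferristatin control at 100 nM for full effect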
PP5 inh: PP5 phosphatase inhibitors, primary screen, biochemical, fluorescence | Serine/threonine-protein phosphatase 5 (Homo sapiens), P53041 | purified PP5c, OMFP substrate fluorescence | inhibition, % at 6.7 µM | hit rate 0.18% among 320,000 | AID 1987, 2009;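 active = inhibition above the campaign's mean inhibition across all tested compounds plus 3 SD, cut at about 9.5% in these data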;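 also: 0% = DMSO only and 100% = 100 µM cantharidin control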
PP1 inh: PP1-alpha phosphatase inhibitors, primary screen, counter-screen for PP5 inhibitor project, biochemical, fluorescence, OMFP substrate, single point; purified PP1alpha; inhibition, % at 6.7 µM; hit rate 0.9% among 320,000;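 active = inhibition above the mean inhibition of all tested compounds plus 3 SD, computed separately for each screening campaign, cut at about 15% in these data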
An asterisk follows results filed as active; nt = no result given.

SMILES,EBNA-1 inhibitor,core dimer inh,Efflux pump mplx,ZTA counter,PREPL inhibitor,Fh CTSL1 inh,TPT1 inhibitor,PP5 inh,PP1 inh
O=C(c1ccc(Cn2cc(Br)cn2)o1)N1N=C(C(F)F)CC1(O)C(F)F (centres undefined),0.3,0.6,0.1,2.7,6.6,0.7,-1.8,-0.5,-4.4
COc1ccc(-n2ccc(-c3nn(-c4cccc(C(F)(F)F)c4)ccc3=O)n2)cc1,-0.8,3.6,-0.1,-2.2,9.1,2.1,-3.2,1.0,-1.6
COC(=O)c1c[nH]n2c(=O)c(Cl)c(C)nc12,-3.9,-13.4,0.6,-8.4,3.1,-4.3,-1.6,-0.1,-3.0
N#Cc1c(-c2ccc(Br)cc2)cc(-c2cccnc2)nc1N,8.3,-5.6,-0.5,0.3,6.0,0.0,2.6,2.4,-1.6
Cc1ccc(Sc2c(C)[nH]n(C(C)(C)C)c2=O)cc1,-4.5,-3.4,0.0,6.5,0.4,-1.4,-0.5,-1.5,-2.4
Cc1ccc(CC(=O)Nc2ccc(F)c([N+](=O)[O-])c2)cc1C,5.4,5.0,-0.3,-0.6,14.4,-0.4,-3.1,0.6,3.4
O=c1c2ccccc2c(-c2ccccc2)nn1Cc1ccc(Cl)cc1,12.5,7.0,-0.1,3.2,-1.0,1.5,-1.3,1.1,-3.6
O=C(NCc1ccc(Cl)cc1)c1cccc(S(=O)(=O)N2CCCC2)c1,nt,nt,-0.3,2.5,-8.8,nt,nt,3.9,5.0
CC(Sc1nc2ccccc2[nH]1)C(=O)Nc1ccc2c(c1)OCCO2 (centres undefined),7.2,-2.8,0.0,10.3,-8.3,-1.8,-3.0,-0.4,0.8
O=c1c2ccccc2oc2nc3n(c(=O)c12)CCCS3,2.1,0.8,-0.1,-2.6,11.8,1.6,-3.2,3.8,0.3
Cc1ccccc1NC(=O)Cc1nc(COC(=O)c2ccc(C(F)(F)F)cc2)cs1,nt,nt,-0.1,-16.2,22.4,nt,nt,3.5,0.6
COc1cccc(C(=O)NNC2=C(C(=O)C(F)(F)F)CCC2)c1,1.0,-0.6,0.0,-3.0,0.7,6.3,-3.4,0.2,-3.4
CCOC(=O)N1CCN(S(=O)(=O)c2ccc(C(=O)NNc3nc4c(C)cc(C)cc4s3)cc2)CC1,8.2,2.4,-0.1,16.5,19.9,0.9,-5.7,6.3,30.7*
CSc1nncc(/C(C)=N\Nc2ccccc2C)n1,7.3,-3.1,0.0,6.8,-1.0,1.7,-3.1,-0.5,-3.5
CC(C)c1ccc(NS(=O)(=O)c2cn(C)c(=O)n(C)c2=O)cc1,10.6,3.5,-0.1,5.4,1.4,2.7,2.3,0.3,-5.5
Cn1c(NC(=O)c2ccccc2)c(-c2cccs2)c(=O)c2ccccc21,-0.9,0.3,-0.1,-9.3,-2.2,0.2,2.0,3.9,-0.7
Cc1cccc(NC(=O)CCS(=O)(=O)c2ccc3c(c2)oc(=O)n3C)c1,5.8,9.2,-0.1,3.5,5.5,4.2,-2.0,1.5,-1.1
CCn1c(=O)n(CC)c2cc(S(=O)(=O)N3CCOCC3)ccc21,4.3,8.5,0.0,5.5,2.0,6.4,-5.3,-1.2,-1.0
OCCN1CCOCCOCCN(CCO)CCN(CCO)CC1,-6.6,2.0,0.6,2.1,-1.7,-1.6,7.0,-0.6,-3.1
O=C(Cc1ccccc1)NNC(=O)C1CC=CCC1 (centres undefined),-6.3,-0.3,0.0,-5.5,-4.9,-1.9,1.3,2.0,1.1
COCCN(C(=O)COC(=O)c1cccc2ccccc12)c1c(N)n(Cc2ccccc2)c(=O)[nH]c1=O,-7.5,-2.5,0.1,-6.9,0.2,1.8,-1.6,2.8,3.5
O=C(CSc1nc2ccccc2c(=O)n1CC1CCCO1)NCC1CCCO1 (centres undefined),-5.7,-1.3,0.0,-3.2,-13.5,-2.5,-1.6,1.9,-1.6
CCOc1ccccc1C(=O)OCC(=O)NCC1CCCCC1,-0.1,1.4,0.1,-5.4,-5.0,0.5,-1.6,1.0,-5.9
CCOC(=O)c1cc(CC)sc1/N=C/C1=C(O)CC(C)(C)CC1=O,1.5,-8.0,0.3,-13.2,-9.7,-2.2,1.2,1.0,-1.4
O=c1c(-c2ccc3c(c2)OCCO3)c(C(F)(F)F)oc2cc(O)cc(O)c12,2.6,2.4,0.0,-13.4,7.8,3.5,-2.5,1.9,2.5
CCCc1cc(=O)[nH]c(SCC(=O)Nc2cc(S(=O)(=O)N3CCCCC3)ccc2C)n1,nt,nt,0.1,-4.8,-1.5,nt,nt,2.4,0.3
CCOC(=O)C1CCCN(S(=O)(=O)c2cc3[nH]c(=O)c(=O)[nH]c3cc2C)C1 (centres undefined),-17.7,-2.9,-0.2,-4.7,1.9,2.8,-1.8,2.3,-7.5
Cc1ccccc1Nc1c(N)c(=O)oc2ccccc12,-4.2,-2.3,0.2,2.9,12.9,2.5,-2.8,2.5,2.6
Cc1ccc(Cn2nnc3c(=O)[nH]c(C4CCN(S(=O)(=O)c5ccccc5)CC4)nc32)cc1,0.8,10.3,-0.2,-6.6,12.7,1.0,3.5,4.0,5.9
CCS(=O)(=O)Nc1c(C(=O)OC)[nH]c2ccccc12,3.5,2.3,0.0,-13.2,-2.3,-3.3,-4.9,0.1,1.0

Two compounds from above, showing only Efflux pump mplx.
| SMILES | Efflux pump mplx |
| --- | --- |
| O=c1c(-c2ccc3c(c2)OCCO3)c(C(F)(F)F)oc2cc(O)cc(O)c12 | 0.0 |
| CCCc1cc(=O)[nH]c(SCC(=O)Nc2cc(S(=O)(=O)N3CCCCC3)ccc2C)n1 | 0.1 |

Back to the main list, starting four compounds before the break.
SMILES,EBNA-1 inhibitor,core dimer inh,Efflux pump mplx,ZTA counter,PREPL inhibitor,Fh CTSL1 inh,TPT1 inhibitor,PP5 inh,PP1 inh
CCOC(=O)C1CCCN(S(=O)(=O)c2cc3[nH]c(=O)c(=O)[nH]c3cc2C)C1 (centres undefined),-17.7,-2.9,-0.2,-4.7,1.9,2.8,-1.8,2.3,-7.5
Cc1ccccc1Nc1c(N)c(=O)oc2ccccc12,-4.2,-2.3,0.2,2.9,12.9,2.5,-2.8,2.5,2.6
Cc1ccc(Cn2nnc3c(=O)[nH]c(C4CCN(S(=O)(=O)c5ccccc5)CC4)nc32)cc1,0.8,10.3,-0.2,-6.6,12.7,1.0,3.5,4.0,5.9
CCS(=O)(=O)Nc1c(C(=O)OC)[nH]c2ccccc12,3.5,2.3,0.0,-13.2,-2.3,-3.3,-4.9,0.1,1.0
Cc1ccc(N(Cc2ccc(C(=O)Nc3ccccc3C(=O)NCc3ccco3)cc2)S(C)(=O)=O)cc1C,4.0,7.5,0.2,5.2,2.4,1.3,0.8,5.0,-6.2
O=C(NC1CCCCC1)C(c1ccncc1)N(C(=O)Cn1nnc(-c2cccs2)n1)C1CCCC1 (centres undefined),-2.7,4.9,0.0,-12.1,0.8,-15.1,-0.5,3.0,1.2
CCCCCCOc1ccc(NC(=O)CC2C(=O)N(CC)C(=S)N2Cc2ccco2)cc1 (centres undefined),-10.9,1.7,0.4,-2.4,9.6,6.4,1.2,4.4,1.0
CCOc1ccccc1C(=O)OCC(=O)Nc1ccc(N2CCCCC2)cc1,-6.3,-2.7,-0.1,-2.7,8.9,-1.6,-3.4,-4.6,7.3
COC(=O)c1c(C)[nH]c(C(=O)/C=C/c2cccc(Cl)c2)c1C,6.0,-6.8,-0.2,-9.8,7.5,-0.4,-1.2,-0.9,0.2
COc1ccc(-c2nnc(SCC(=O)NCc3cccs3)n2C(C)C)cc1,3.0,-3.3,0.0,-5.1,1.3,0.8,1.6,0.6,-1.6
O=C(COC(=O)/C=C/c1ccccc1)NCCNC(=O)COC(=O)/C=C/c1ccccc1,-6.0,3.6,0.1,-3.3,-9.7,7.0,1.0,2.2,-4.3
Nc1nc(SCC(=O)NN(c2ccccc2)c2ccccc2)n[nH]1,9.9,4.1,-0.1,3.3,5.8,1.0,2.4,-0.4,-3.2
CC(OC(=O)c1cc2sccc2n1C)C(=O)NCC1CCCO1 (centres undefined),-6.3,-3.9,0.0,1.8,8.7,-2.5,-0.2,0.1,1.7
CC(NC(=O)Cc1ccc(F)cc1)c1ccccc1 (centres undefined),5.8,-2.1,-0.1,-8.2,11.0,-4.1,-0.2,-0.9,-3.5
CCCCc1cc(=O)oc2c(CN3CCN(C)CC3)c(O)ccc12,5.6,2.0,0.0,-6.0,-1.6,3.3,1.1,1.2,0.4
COC(=O)c1ccc2c(c1)N(Cc1ccccc1F)C(=O)c1ccccc1S2=O (centres undefined),-3.2,17.9,0.5,-8.2,-7.4,-11.1,4.2,-3.5,-8.2
CC(C)Nc1nc2c(c(=O)n(C)c(=O)n2C)n1C,-0.4,1.5,0.7,-5.0,6.5,-7.6,0.8,-1.5,0.6
O=C(CSc1nc2nc[nH]c2c(=O)[nH]1)NC1CCCCC1,9.9,-3.2,0.0,4.0,-3.2,-3.5,-6.5,0.8,-1.1
Cc1nc(NC(=O)c2ccc(F)cc2)nc2cc3c(cc12)OCO3,-2.5,2.5,-0.2,-10.5,13.8,0.9,-1.3,-0.4,-4.2
CN(CC(=O)Nc1ccc(F)cc1)C(=O)C1CCN(S(=O)(=O)c2ccc3c(c2)OCCO3)CC1,-0.3,-3.0,0.2,-6.7,-15.2,-1.2,1.7,1.8,-2.2
O=C(Nn1cnnc1)c1ccc(F)cc1,4.2,-4.8,-0.2,-1.6,7.1,-5.3,3.0,1.3,0.2
COC(=O)c1cc(C(=O)OCC(=O)NC(=O)NCc2ccccc2)cc([N+](=O)[O-])c1,nt,nt,0.2,-14.0,10.8,nt,nt,4.4,2.9
O=C(Nc1ccc([N+](=O)[O-])cc1)C1CC12CCC2 (centres undefined),4.6,-8.3,-0.1,-8.8,1.9,3.9,7.5,-0.1,-1.7
COCc1c(C)cc(C)c(/C=N/O)c1C,3.2,-0.7,0.2,7.9,-6.8,-4.5,2.5,0.7,-0.4
Cc1[nH]c2ccc(C(=O)OCC(=O)NC3(C#N)CCCCC3)cc2c1C,-3.6,-0.9,0.1,-10.2,6.9,2.9,-0.9,3.6,-1.9
O=C(NCc1cc2ccccc2[nH]1)c1ccccc1F,-6.2,0.5,0.8,-7.5,7.7,6.3,2.6,4.7,-1.0
CCc1nnc(NC(=O)CCN2C(=O)CCC2=O)s1,13.8,-4.7,-0.1,3.4,6.0,-3.8,-1.2,0.5,3.2
Cc1ccc(N2CCN(S(=O)(=O)N3CCCCC3)CC2)cc1Cl,0.4,2.5,0.0,-1.8,-0.1,0.3,-0.8,1.7,-0.7
CCOc1ccc(-c2nc(CSCC(=O)N3CCN(c4cccc(OC)c4)CC3)c(C)o2)cc1,7.5,-0.8,0.2,6.0,33.2,-8.4,2.7,1.6,3.4
COc1cc(/C=N/NC(=O)c2cccc([N+](=O)[O-])c2)ccc1O,0.1,-3.5,-0.1,15.1,8.4,1.7,-0.6,-0.3,-1.8
COc1ccccc1N1CCSC1C(N)=O (centres undefined),9.3,-1.2,-0.2,17.4,-6.8,-3.2,-8.2,0.9,-2.2

These rows are one share of the data (hit frequency here may not be typical).
